RGS4 inh – inhibitors of human RGS4 | actives 0.45% (n = 310,000) | B-score at 10 µM | P49798 | HEK293 M3R/RGS4 inducible, Fluo-4 calcium flux; active compounds read high; triggered by carbachol at its EC20;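 active = B-score, a plate-corrected calcium signal, over three deviations above library mean, with baseline fluorescence within five deviations of library mean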;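 also: RGS4 expression induced by doxycycline in cells with stable M3 receptor; B-score is computed from the integrated fluorescence ratio over baseline after carbachol; higher B-score means a larger calcium signal and so more RGS4 inhibition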
GSK3A inh – inhibitors of human GSK-3 alpha kinase; actives 0.1% (n = 320,000); ADP-Glo luminescence, 60 min; AID 2650; inhibition, % at 10 µM; P49840;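 in the data active = inhibition above about 50%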;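 also: GST-tagged GSK-3 alpha with peptide substrate and 25 µM ATP; 0% = DMSO neutral wells and 100% = GW8510 positive control wells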
RGS4 pot – RGS4 potentiation or activation. AID 463111. HEK293 M3R/inducible RGS4, carbachol calcium flux Fluo4; active compounds read low. actives 0.92% (n = 310,000). B-score at 10 µM;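 active = B-score of the integrated calcium signal more than 4 SD below the library mean, with starting fluorescence not abnormally high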;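 also: negative B-score means reduced calcium response which marks RGS4 activation or potentiation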
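Detection: kinetic calcium fluorescence imaging with Fluo4-AM dye, 2 µM / Material: HEK293 cells with stable M3R and inducible RGS4 / Schedule: recording 10 s baseline at 1 Hz, 100 s post-agonist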
KCNK3 inh – human KCNK3 channel inhibition, primary screen; CHO-KCNK3 thallium flux, FluxOR fluorescence; active compounds read low; B-score at 10 µM; actives 0.84% (n = 340,000); O14649;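 active = B-score under library mean minus 4 SD, starting fluorescence ratio at most library mean plus 5 SD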;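 also: more negative B-score means stronger inhibition of thallium flux through KCNK3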
GSK3B inh – inhibitors of human GSK3beta kinase; P49841; GST-GSK3beta kinase, ADP-Glo luminescence, 60 min; active compounds read low; activity score (negative = inhibition), % at 10 µM; actives 0.038% (n = 300,000); AID 2097;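 active = more than half of replicate wells score below -50%, meaning over 50% inhibition versus plate controls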;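 also: 0% = median DMSO wells and -100% = median GW8510 positive control wells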
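Test system: GST-fused GSK3beta enzyme, cell-free | Quantity: 1.6 ng GST-GSK3beta enzyme per well | Reagent: 25 µM ATP with peptide substrate | Schedule: 60 min enzyme reaction, room temperature | Signal: Luminescent ADP-Glo measurement of ADP formed | Read-out basis: Score relative to plate controls | Control set: DMSO and 20 µM GW8510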
PolyA inhibitor – blocks polyadenylation in yeast reporter cells | S. cerevisiae SKY197-pL101 polyadenylation reporter, beta-gal luminescence; efflux-impaired pdr1/pdr3 knockout yeast; score 100 = 6 SD above DMSO | calls only at 12 µM | actives 0.02% (n = 300,000) | AID 1875;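 active = lowest replicate activity score at least 50, where 100 means six control SD above control mean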;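 also: yeast exposed to compound for 9 h at 30 °C; higher score means more reporter readthrough which indicates perturbed polyadenylation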
KCNK9 block – human KCNK9 channel inhibition; HEK293 KCNK9, FluxOR thallium flux fluorescence; active compounds read low; B-score at 10 µM; actives 1.2% (n = 310,000); AID 488922;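 active = ratio B-score over 3 SD below the library mean, with starting fluorescence within 5 SD of its mean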;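 also: negative B-score means less thallium flux so channel inhibition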
DYRK1A inh – Dyrk1A (rat) kinase inhibition; Q63470; ADP-Glo luminescence, NFATc1 peptide; inhibition, % at 12.5 µM; actives 0.43% (n = 310,000); AID 504441; in the data active = inhibition above about 50%;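 also: plate controls were vehicle with enzyme for no effect and no enzyme for full effect; many of its hits are not listed in these tables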
KCNQ1 inh – blocks the human KCNQ1 potassium channel; P51787; actives 1.3% (n = 310,000); CHO-K1 KCNQ1, FluxOR thallium flux fluorescence; active compounds read high; B-score at 10 µM; AID 2642;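 active = compounds whose thallium flux B-score, printed positive for inhibition, exceeds three library SD while starting fluorescence stays within three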;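 also: channel opened by potassium depolarization with thallium stimulus after 20 min compound exposure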
hERG rescue – compounds protecting human hERG from proarrhythmic drug block. CHO-hERG, FluxOR thallium flux, dofetilide IC70 present. actives 0.51% (n = 310,000). activation (rescue from dofetilide block), less the hit threshold, % at 10 µM;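 active = activation above the mean of controls blocked by dofetilide plus 5 SD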;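 also: thallium influx through hERG after potassium depolarization seen as dye fluorescence rise; in these data hits start at about 4.7%; inactives centre near -7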
Target sequence (Q12809 whole entry, looked up): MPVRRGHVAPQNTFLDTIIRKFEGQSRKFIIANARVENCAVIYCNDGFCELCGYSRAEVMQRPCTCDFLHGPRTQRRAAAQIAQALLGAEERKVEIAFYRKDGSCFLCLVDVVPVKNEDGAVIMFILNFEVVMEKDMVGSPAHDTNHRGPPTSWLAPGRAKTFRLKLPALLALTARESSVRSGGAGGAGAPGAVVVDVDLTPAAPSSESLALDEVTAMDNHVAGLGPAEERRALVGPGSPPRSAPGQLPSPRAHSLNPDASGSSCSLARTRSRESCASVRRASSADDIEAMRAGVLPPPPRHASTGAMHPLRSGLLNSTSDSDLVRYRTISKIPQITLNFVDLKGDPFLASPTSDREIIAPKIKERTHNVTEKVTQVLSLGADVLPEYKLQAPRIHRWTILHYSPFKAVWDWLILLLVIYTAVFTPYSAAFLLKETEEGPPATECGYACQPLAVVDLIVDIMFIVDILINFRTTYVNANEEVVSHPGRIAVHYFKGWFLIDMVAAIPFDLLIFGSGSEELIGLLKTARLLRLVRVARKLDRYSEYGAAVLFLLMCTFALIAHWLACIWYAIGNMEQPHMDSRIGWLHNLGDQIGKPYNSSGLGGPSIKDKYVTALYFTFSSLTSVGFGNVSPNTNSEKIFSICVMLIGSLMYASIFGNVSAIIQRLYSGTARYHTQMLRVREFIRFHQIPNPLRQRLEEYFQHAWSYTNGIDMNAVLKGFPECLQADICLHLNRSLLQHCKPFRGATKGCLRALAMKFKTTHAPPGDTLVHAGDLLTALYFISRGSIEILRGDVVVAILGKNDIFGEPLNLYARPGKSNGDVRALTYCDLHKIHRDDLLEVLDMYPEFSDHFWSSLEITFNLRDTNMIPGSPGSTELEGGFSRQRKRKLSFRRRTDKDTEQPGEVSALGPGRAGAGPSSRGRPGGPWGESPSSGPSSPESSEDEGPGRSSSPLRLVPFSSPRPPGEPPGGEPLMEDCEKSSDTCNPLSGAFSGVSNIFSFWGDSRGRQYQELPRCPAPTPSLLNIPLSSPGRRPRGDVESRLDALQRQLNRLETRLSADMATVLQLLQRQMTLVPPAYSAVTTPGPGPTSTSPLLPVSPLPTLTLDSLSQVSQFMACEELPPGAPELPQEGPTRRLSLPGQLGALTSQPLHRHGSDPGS
KCNQ1 pot – potentiators or activators of human KCNQ1 potassium channel | P51787 | CHO-K1 KCNQ1, thallium flux FluxOR fluorescence; active compounds read high | AID 2648 | B-score at 10 µM | actives 0.35% (n = 310,000);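 active = fluorescence ratio B-score, a plate-corrected score, at least three library SD, with initial intensity B-score within 5 SD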
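Material: CHO-K1 cells stably expressing KCNQ1. Medium: assay buffer for compound exposure, DMSO matched across wells. Reagent: K+/Tl+ depolarizing stimulus. Compound dosing: single-concentration screen. Times: 37 °C overnight plating, 90-min dark dye load, 20-min compound pretreatment. Technique: FluxOR Tl+ flux fluorescence.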
* hit, by the source's call; i = inactive; x = not tested or not shown; & = joins results of further samples.

Every second line gives: RGS4 inh	GSK3A inh	RGS4 pot	KCNK3 inh	GSK3B inh	PolyA inhibitor	KCNK9 block	DYRK1A inh	KCNQ1 inh	hERG rescue	KCNQ1 pot
> COc1cccc(OCCOCCN(C)CCO)c1
 : i	0	i	i	-1	i	i	2	i	-7	i
> COc1ccc(-n2nc(C(=O)NCC(=O)NCCc3ccc(OC)c(OC)c3)c3ccccc3c2=O)cc1
 : i	-1	i	i	-1	i	i	0	i	-6	i
> CCCCN(CCCC)c1ccc(C(=O)c2ccccc2C(=O)O)c(O)c1
 : i	-10	i	i	3	i	i	-11	i	-26	18*
> CC1(C)NC(=O)N(CCOCCOc2ccccc2-c2ccccc2)C1=O
 : i	-1	i	i	1	i	i	x	i	-10	i
> CCN=C(Nc1cccc(F)c1)SC1CC(=O)N(c2ccc(OC)cc2)C1=O (stereo not given)
 : i	2	i	i	2	i	i	24	i	0	i
> CC(C)(C)c1ccc(C(CC(=O)O)NC(=O)C23CC4CC(CC(C4)C2)C3)cc1 (stereo not given)
 : i	-8	i	i	2	i	i	2	i	-6	i
> CCOc1nnnc2c1sc1nc(N3CCOCC3)c3c(c12)CCCC3
 : i	-1	i	i	2	i	i	0	i	-9	i
> Cc1coc2cc3oc(=O)c(CC(=O)N(C)CC(=O)O)c(C)c3cc12
 : i	-8	i	i	3	i	i	-1	i	-4	i
> COc1cc(/C=C2\SC(=S)N(N(C)c3ccccc3)C2=O)ccc1O
 : i	3	i	i	0	i	i	11	i	-22	i
> CCn1c(=O)n(CC(=O)N2CCN(c3ccccc3F)CC2)c(=O)c2ccccc21
 : i	-1	i	i	0	i	i	-4	i	-5	i
> COc1ccc(/C(O)=C2/C(=O)C(=O)N(CCN(C)C)C2c2ccc(OC)c(OC)c2)c(C)c1 (stereo not given)
 : i	-2	i	i	0	i	i	8	i	-5	i
> O=C(c1ccccc1)C1CCN(C(=O)Nc2ccccc2)CC1
 : i	-5	i	i	2	i	i	x	i	-11	i
> Cc1cccc(NC(=S)Nc2ccc3cn[nH]c3c2)c1
 : i	13	i	i	1	i	i	41	i	0	i
> CCCCCCCCN1C(=O)C(O)=C(C(C)=O)C1c1ccccn1 (stereo not given)
 : i	-5	i	i	3	i	i	1	i	-8	i
> CCN(CC)C1=C(Cl)C(=O)C(Cl)C12OCCO2 (stereo not given)
 : i	-1	i	i	-2	i	i	x	i	-3	i
> Cc1ccc(N(CC(=O)N2CCCCCC2)S(C)(=O)=O)cc1Cl
 : i	-2	i	i	1	i	i	2	i	-9	i
> CC1=C(C(N)=O)C(c2ccc(Br)cc2)n2ncnc2N1 (stereo not given)
 : i	1	i	i	1	i	i	-3	i	-4	i
> COc1ccc(COC(=O)CCc2c[nH]c3ccccc23)cc1F
 : i	-1	i	i	-2	i	i	x	i	-9	i
> Cc1ccc(N2CCN(S(=O)(=O)c3ccc4c(c3)oc(=O)n4C)CC2C)cc1 (stereo not given)
 : i	-1	i	i	3	i	i	-9	i	-11	i
> Cc1ccc(N2C(=O)CC(c3ccsc3)C3=C2CC(C)(C)CC3=O)cc1 (stereo not given)
 : i	-1	i	i	4	i	i	6	i	-15	i
> NS(=O)(=O)c1ccc(CCNC(=O)CN2C(=O)COc3ccc(S(=O)(=O)N4CCCC4)cc32)cc1
 : i	0	i	i	1	i	i	0	i	-5	i
> COc1ccc(CNC(=O)c2noc3c2CCCCC3)cc1
 : i	1	i	i	-2	i	i	2	i	-9	i
> CNc1c(NC(=O)C2CCC(C)CC2)c(=O)oc2ccccc12 (stereo not given)
 : i	-3	i	i	-1	i	i	-4	i	-4	i
> O=C(NCc1ccc2c(c1)OCO2)Nc1ccc2nsnc2c1
 : i	0	i	i	-1	i	i	-1	i	-12	i
> O=C(Nc1cccc(C(=O)O)c1)/C(=C\c1ccccc1Cl)NC(=O)c1ccco1
 : i	2	i	i	4	i	i	-1	i	-14	i
> O=C(N/N=C/c1ccccn1)c1ccc(N/N=C/c2ccccn2)cc1
 : i	14	i	i	0	i	i	-5	i	-23	i
> CC(=O)c1ccc(NC(=O)c2ccc(-n3cncn3)c([N+](=O)[O-])c2)cc1
 : i	0	i	i	-4	i	i	-3	i	-7	i
> COc1ccc(S(=O)(=O)N2CCCCCC2)cc1C(=O)N(C)CC(=O)Nc1ccc(Cl)c(Cl)c1
 : i	-2	i	i	4	i	i	4	i	-9	i
> CCN(CC(=O)NCc1ccc(F)cc1)C(=O)Cc1ccc(OC)cc1
 : i	1	i	i	0	i	i	4	i	-5	i
> COc1cccc(C(=O)NN2c3ccccc3CCc3ccccc32)c1
 : i	2	i	i	2	i	i	-1	i	-5	i

Full records from above:
`COc1ccc(CNC(=O)c2noc3c2CCCCC3)cc1` is listed as RGS4 inh = i; GSK3A inh = 1; RGS4 pot = i; KCNK3 inh = i; GSK3B inh = -2; PolyA inhibitor = i; KCNK9 block = i; DYRK1A inh = 2; KCNQ1 inh = i; hERG rescue = -9; KCNQ1 pot = i
`COc1cccc(C(=O)NN2c3ccccc3CCc3ccccc32)c1` is listed as RGS4 inh = i; GSK3A inh = 2; RGS4 pot = i; KCNK3 inh = i; GSK3B inh = 2; PolyA inhibitor = i; KCNK9 block = i; DYRK1A inh = -1; KCNQ1 inh = i; hERG rescue = -5; KCNQ1 pot = i

More structures follow:
Every second line gives: RGS4 inh	GSK3A inh	RGS4 pot	KCNK3 inh	GSK3B inh	PolyA inhibitor	KCNK9 block	DYRK1A inh	KCNQ1 inh	hERG rescue	KCNQ1 pot
> CN1C(=O)Cc2cc(S(=O)(=O)Nc3ccc(Cl)cc3)ccc21
 : i	-1	i	i	1	i	i	2	i	-1	i
> COc1cc(OC)c(NC(=O)CCc2nc(-c3cccs3)no2)cc1Cl
 : i	-3	i	i	4	i	i	0	i	-4	i
> CCOc1ccc2nc(NC(NC(=O)CC)(C(=O)OC)C(F)(F)F)sc2c1 (stereo not given)
 : i	4	i	i	-3	i	i	-1	i	-2	i
> O=C1CC(=O)N(CCNc2ncc(C(F)(F)F)cc2Cl)C(=O)N1
 : i	2	i	i	3	i	i	2	i	-6	i
> Cc1c(CCOC(=O)C2C3CC4CC(C3)CC2C4)sc[n+]1CC(=O)c1ccc(Br)cc1 (stereo not given)
 : i	3	i	i	-7	i	i	6&2	i	-13	i
> NS(=O)(=O)c1ccc(N2N=C(c3ccc(Br)cc3)CC2c2ccc(F)cc2)cc1 (stereo not given)
 : i	-2	i	i	4	i	i	10	i	-2	i
> O=C(NCc1ccccn1)C(=O)C1C(=O)Nc2ccccc21 (stereo not given)
 : i	-2	i	i	-2	i	i	-1	i	-14	i
> Cc1cc(C)nc(SCc2nnc(SCC(=O)O)n2-c2ccccc2)n1
 : i	-2	i	i	2	i	i	-3	i	-9	i
> c1ccc(Oc2cc(-c3ccccc3)nc(-c3ccccc3)n2)cc1
 : i	-1	i	i	2	i	i	2	i	-12	i
> COc1ccccc1NS(=O)(=O)c1c(C)[nH]c(C)c1C(=O)N1CCCC1
 : i	0	i	i	-5	i	i	3	i	-3	i
> O=C1CC(NS(=O)(=O)c2ccccc2F)CN1c1ccc2c(c1)OCCO2 (stereo not given)
 : i	-2	i	i	0	i	i	6	i	-9	i
> N#CC1=C(S)N(c2ccc(F)cc2)C2(CCCCC2)NC1=O
 : i	1	i	i	-1	i	i	2	i	-7	i
> Nc1c(Br)c(=O)[nH]c(=O)n1-c1ccccc1
 : i	-3	i	i	1	i	i	-3	i	-12	i
> CCOC(=O)c1cnc(-n2nc(C)cc2C)nc1NCc1ccc2c(c1)OCO2
 : i	-2	i	i	2	i	i	3	i	-12	i
> COc1ccc(CNC(=O)Cc2cccs2)cc1
 : i	-1	i	i	2	i	i	10	i	-5	i
> O=C(COc1cccc(Br)c1)NN=C1c2ccccc2-c2ccccc21
 : i	x	i	i	-2	i	i	x	i	-9	i
> CCN(CC)CCNC(=O)C(=O)NCC1OCCN1C(=O)c1ccc2c(c1)OCO2 (stereo not given)
 : i	-2	i	x	2	i	i	x	i	-14	i
> CC(NC(=O)C1CCCN1C(=O)OCc1ccccc1)c1ccccc1 (stereo not given)
 : i	3	i	i	0	i	i	3	i	-6	i
> O=C(COc1ncnc2sccc12)NC1CCS(=O)(=O)C1 (stereo not given)
 : i	0	i	i	-2	i	i	5	i	-7	i
> O=C(Nc1ccc(N2CCN(Cc3ccccc3)CC2)cc1)c1ccco1
 : i	0	i	i	3	i	i	x	i	-8	i
> Cc1cccc(-n2c(O)c(C=Nc3cc(O)ccc3C)c3ccccc3c2=O)n1
 : i	0	i	i	3	i	i	-9	i	-9	i
> O=C(CC12CC3CC(CC(C3)C1)C2)NCc1ccco1
 : i	4	i	i	3	i	i	3	i	-7	i
> [O-]/C(=C(\C(=S)Nc1ccccc1F)[n+]1ccccc1)c1ccc(OC(F)F)cc1
 : i	-1	i	i	6	i	i	-15	i	-12	i
> CCCc1cc(C(=O)N2CCCC(Cc3cccc(Cl)c3)(C(=O)OCC)C2)n(C)n1 (stereo not given)
 : i	-4	i	i	-1	i	i	1	i	-10	i
> O=C(CN1CCOCC1)N1CCCc2c1c(=O)oc1ccc(OCc3ccccc3)cc21
 : i	-1	i	i	-1	i	i	-3	i	-10	i
> CCCOc1ccc(N2C(=O)CC(N(Cc3ccco3)C(=O)CCC(=O)O)C2=O)cc1 (stereo not given)
 : i	-1	i	i	-4	i	i	-7	i	-6	i
> O=C(CN1C(=O)/C(=C/c2c(F)cccc2Cl)Oc2ccccc21)NCc1ccco1
 : i	7	i	x	4	i	i	x	i	0	i
> O=C(C(=O)N1CCCCC1)c1c(-c2ccccc2)[nH]c2ccccc12
 : i	0	i	i	2	i	i	0	i	-8	i
> Cc1ccc(OCCOc2cccc3ccc(C)nc23)c([N+](=O)[O-])c1
 : i	-3	i	i	-2	i	i	-4	i	-16	i

Bioassay records (PubChem)

The list is partial. The share of hits here may be higher or lower than overall.
